CAL PDZ FP-1: untagged CAL PDZ binding inhibitors, primary screen, biochemical, fluorescence polarization, HTS; Golgi-associated PDZ and coiled-coil motif-containing protein (Homo sapiens), Q9HD26; purified CAL PDZ, TMR-peptide fluorescence polarization, 1 h; inhibition, % at 24.9 µM; actives 0.92% (n = 300,000); AID 602252, 2012;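 active = mean inhibition of at least 30% with at least half of replicates also reaching 30%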;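 also: 0% = DMSO neutral control and 100% = excess unlabeled competitor peptide PRC23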
Keap1 Nrf2 FP: Keap1-Nrf2 protein-protein interaction inhibitors, primary screen, biochemical, fluorescence polarization, single point; Kelch-like ECH-associated protein 1 (Homo sapiens), Q14145; Keap1 Kelch-Nrf2 peptide fluorescence polarization, 1536-well; inhibition, % at 9.4 µM; actives 0.15% (n = 340,000); AID 504523, 2011; in the data active = inhibition above about 12%;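 also: human Keap1 Kelch domain with fluorescein labeled Nrf2 9mer peptide probe; 0% = neutral control wells and 100% = peptide positive control; higher means more block of Keap1 binding to Nrf2 peptide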
Arr AP2 block: inhibitors of beta-arrestin/AP2 binding, primary screen, biochemical, GPCR trafficking, flow cytometry; actives 0.31% (n = 340,000); FITC-arrestin peptide / GST-AP2 beads; AP2 beta2 appendage carries R879A mutation; AID 504490, 2011; inhibition, % at 10 µM;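 active = inhibition above a set limit, near 3 SD of compounds lacking own fluorescence, cut at about 54% in these data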;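 also: plate controls were DMSO wells for no effect and 5 µM unlabelled arrestin peptide for full effect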
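Material – GST-tagged AP2 beta2-adaptin appendage (R879A) on 4 µm glutathione beads · Probe or stimulus – fluorescein-tagged arrestin peptide at 50 nM final · Timing – 12 min plus 1 h, RT · Detection – bead flow cytometry, FITC channel · Read-out basis – inhibition as reduced fluorescein signal on beads, percent · Medium – PBS plus Tween 20 (0.05%) and BSA (0.1%)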
NSD2 inh: NSD2 histone methyltransferase inhibitors, primary screen, biochemical, AlphaScreen, single concentration, set 2. Histone-lysine N-methyltransferase NSD2 (Homo sapiens), O96028. NSD2 peptide methylation, 120 min. actives 0.54% (n = 310,000). inhibition, % at 12.5 µM. AID 743445, 2014; in the data active = inhibition above about 50%
DAGLB inh: DAGLB lipase inhibitors, primary screen, biochemical, fluorescence, HTS; HEK293T DAGLB membrane lysate, EnzChek fluorogenic substrate; actives 0.059% (n = 340,000); AID 504411, 2011; Diacylglycerol lipase-beta (Homo sapiens), Q8NCG7; inhibition, % at 5.17 µM; in the data active = inhibition above about 34%;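 also: 0% = enzyme with vehicle and 100% = wells lacking enzyme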
Target sequence (Q8NCG7 whole entry, looked up): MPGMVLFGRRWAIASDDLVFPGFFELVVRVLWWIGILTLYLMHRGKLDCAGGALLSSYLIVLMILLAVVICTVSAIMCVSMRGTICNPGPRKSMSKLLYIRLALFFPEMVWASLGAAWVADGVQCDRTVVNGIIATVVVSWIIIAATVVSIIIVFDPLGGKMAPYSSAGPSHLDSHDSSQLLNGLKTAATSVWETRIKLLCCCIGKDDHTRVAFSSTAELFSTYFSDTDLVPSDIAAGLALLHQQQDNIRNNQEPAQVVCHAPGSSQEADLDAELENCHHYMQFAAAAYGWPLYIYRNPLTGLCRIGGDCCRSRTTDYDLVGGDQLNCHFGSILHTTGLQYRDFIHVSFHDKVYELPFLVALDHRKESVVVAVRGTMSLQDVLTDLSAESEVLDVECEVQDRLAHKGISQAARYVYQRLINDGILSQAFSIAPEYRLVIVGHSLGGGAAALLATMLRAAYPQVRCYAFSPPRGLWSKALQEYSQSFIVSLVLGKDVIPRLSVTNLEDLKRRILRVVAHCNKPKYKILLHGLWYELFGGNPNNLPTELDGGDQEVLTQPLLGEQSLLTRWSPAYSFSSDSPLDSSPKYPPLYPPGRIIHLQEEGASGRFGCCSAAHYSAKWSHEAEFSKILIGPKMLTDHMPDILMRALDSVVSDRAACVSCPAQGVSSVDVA
Cardiac RTF inh: cardiac RTF calcium sensitivity inhibitors, primary screen, biochemical, IANBD-TnC fluorescence, EC70 calcium; Troponin I, cardiac muscle (Homo sapiens) + Troponin T, cardiac muscle (Homo sapiens) + …; IANBD-labeled cardiac RTF, Ca2+ fluorescence; inhibition, % at 7.15 µM; actives 0.12% (n = 340,000); AID 493244, 2011;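 active = inhibition above the mean inhibition of all tested compounds plus 3 SD, cut at about 17% in these data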;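 also: assay run at fixed EC70 calcium of 1.6 mM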
CAL PDZ FP-2: CAL PDZ peptide-binding inhibitors, primary screen, biochemical, fluorescence polarization, Cer-tagged CAL PDZ, HTS | actives 0.02% (n = 330,000) | Golgi-associated PDZ and coiled-coil motif-containing protein (Homo sapiens), Q9HD26 | purified CAL PDZ, TMR-peptide fluorescence polarization, 1 h | AID 504414, 2011 | inhibition, % at 20 µM;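 active = highest replicate inhibition of at least 40%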;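 also: plate controls were DMSO neutral control wells for no effect and unlabeled competitor peptide control wells for full effect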
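Material – purified CerCALP PDZ construct · Detection – FP readout, S and P plane fluorescence · Measure – percent inhibition from loss of millipolarization · Controls – unlabelled peptide for full inhibition, DMSO wells as neutral · Probe or stimulus – TMR-labelled reporter peptide T*-PRC34 bound in PDZ groove · Times – 1 h at RT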
V-ATPase pHluor: regulators of yeast V-ATPase proton pumping, primary screen, pHLuorin cytosolic pH fluorescence. response, % at 10 µM. S. cerevisiae. actives 0.37% (n = 350,000); in the data active = response mostly above about 7.3%, no sharp cut-off; inactive = mostly below about 5.4%; also: actives read high; inactives centre near 0; some compounds called inactive have numbers as strong as hits
DSG3 Ab inh: inhibitors of pemphigus antibody binding to DSG3, primary screen, biochemical, bead-based, flow cytometry, scFv-GFP; DSG3-coupled beads, scFv-anti-DSG3-GFP binding; hits give low values; binding (percent of control), % at 10 µM; actives 0.48% (n = 310,000); AID 588358, 2011;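 active = binding more than 3 SD below its plate's average and above zero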;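 also: hits lower antibody fragment binding to DSG3; some compounds called inactive have numbers as strong as hits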
LANA DNA inh: inhibitors of KSHV C-LANA binding to DNA, primary screen, biochemical, fluorescence polarization, FAM-LBS DNA, MBP-C-LANA, single point. inhibition, % at 9 µM. Kaposi's sarcoma herpesvirus LANA C-terminal domain (residues 932-1162) DNA binding. actives 0.078% (n = 340,000);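 active = highest replicate inhibition at or above 60% at 9 µM, even if other replicates fall short; inactive = all replicates below 60% inhibition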;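 also: 0% = neutral control wells and 100% = 4 µM acridine orange control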
Numbers without * were called inactive; nt = no result given.

CAL PDZ FP-1	Keap1 Nrf2 FP	Arr AP2 block	NSD2 inh	DAGLB inh	Cardiac RTF inh	CAL PDZ FP-2	V-ATPase pHluor	DSG3 Ab inh	LANA DNA inh	compound
0	-1	32	-8	-1	-5	1.1	6	101	12	CCOc1ccccc1-n1c(C)nc2cc(C(=O)O)ccc21
1	3	2	5	1	-3	-0.5	1	110	-1.4	Cc1cc(C(=O)NNS(=O)(=O)c2ccc(C(C)(C)C)cc2)nn1C(C)(C)C
nt	-2	27	-1	-2	-5	-0.8	2	109	1.1	O=C(Cc1c(F)cccc1Cl)NNC(=O)Nc1ccc2c(c1)OCO2
1	-1	10	2	-2	-1	-1.7	-1	102	1.4	Cc1ccsc1C(=O)N[C@@H](C)c1nnc2ccccn12
5	2	-13	0	-1	-1	-2.6	-3	100	-2.3	C/C=C(\C)CN1CCC(n2nccc2NC(=O)CCCc2ccccc2)CC1
0	1	11	3	-1	12	-1.9	-1	103	0.4	CCn1c(=O)cc(SCC(=O)NCCC2=CCCCC2)c2ccccc21
0	-8	6	-1	7	7	-1.9	-2	118	-0.6	C=CCSc1nc2c(c(C3CC=CCC3)c1C#N)CCC2 (stereo not given)
-3	-2	-41	-1	-1	-3	1.0	2	107	-1.0	Cc1cccc(C)c1-n1c(C)nn(Cc2ccc([N+](=O)[O-])cc2)c1=O
0	3	37	1	-1	0	-0.4	2	105	-0.6	CC(=O)c1ccc(NS(=O)(=O)c2ccc(N)cc2)cc1
-1	5	29	nt	1	-3	0.0	-1	102	0.6	COc1ccccc1N(CC(O)Cn1ccnc1C)S(=O)(=O)c1ccccc1 (stereo not given)
-3	0	-3	2	0	-3	-0.3	2	nt	-0.2	Cc1cc(NC(=O)C(C)(C)C)no1
-1	-4	-6	-2	-1	0	-2.8	1	103	1.1	Cc1cc(NC(=O)CSc2nnc3c(C)cc4c(C)ccc(C)c4n23)no1
nt	-1	11	4	-3	-10	-0.6	5	115	-2.1	COc1cc(C2NC(=O)NC(C)=C2C(=O)OCC2CCCCC2)cc(Cl)c1O (stereo not given)
-2	2	20	0	0	2	-2.2	1	83	-6.2	COCCNC(=O)CSc1nnc(-c2ccccc2F)n1Cc1ccccc1
-1	-5	-4	-4	-4	3	-1.1	6	103	-0.1	Cc1ccc2c(Cl)c(C(=O)NC3CC3)sc2c1
-2	-2	-3	nt	2	-5	-3.1	4	96	0.9	CCOc1ccc(C(=O)Nc2c3c(nn2-c2ccc(F)cc2)CS(=O)C3)cc1 (stereo not given)
nt	-4	4	1	-3	-3	-0.1	9	111	0.1	CN(CC(=O)Nc1cccc(C#N)c1)Cc1ccc(Cl)cc1
-2	2	-12	0	0	-2	0.0	0	nt	-1.1	COC(=O)c1[nH]c(C)c(/C(O)=C2\C(=O)C(=O)N(CCN3CCOCC3)C2c2ccco2)c1C (stereo not given)
-5	-1	-5	1	3	-5	-2.2	1	95	-0.5	CC1CCN(S(=O)(=O)c2nnc(NC(=O)COc3ccccc3)s2)CC1
-2	3	-19	-2	0	5	-0.6	-5	101	1.6	COC(=O)c1ccc(C(=O)OC)c(NC(=O)CSc2nnc(-c3ccccc3Cl)o2)c1

Compounds from the list above that contain fluorine, in the order listed:
CAL PDZ FP-1	Keap1 Nrf2 FP	Arr AP2 block	NSD2 inh	DAGLB inh	Cardiac RTF inh	CAL PDZ FP-2	V-ATPase pHluor	DSG3 Ab inh	LANA DNA inh	compound
nt	-2	27	-1	-2	-5	-0.8	2	109	1.1	O=C(Cc1c(F)cccc1Cl)NNC(=O)Nc1ccc2c(c1)OCO2
-2	2	20	0	0	2	-2.2	1	83	-6.2	COCCNC(=O)CSc1nnc(-c2ccccc2F)n1Cc1ccccc1
-2	-2	-3	nt	2	-5	-3.1	4	96	0.9	CCOc1ccc(C(=O)Nc2c3c(nn2-c2ccc(F)cc2)CS(=O)C3)cc1 (stereo not given)

(further entries)
CAL PDZ FP-1	Keap1 Nrf2 FP	Arr AP2 block	NSD2 inh	DAGLB inh	Cardiac RTF inh	CAL PDZ FP-2	V-ATPase pHluor	DSG3 Ab inh	LANA DNA inh	compound
-2	-4	-8	1	-2	-4	-2.0	3	96	-0.5	CCOC(=O)C1(Cc2ccc(Cl)cc2)CCN(Cc2ccon2)CC1
6	-4	-15	-9	-1	-3	-1.3	1	102	-1.6	COc1ccc(CCNC(=O)CC(c2ccccc2)c2cccc(C)c2O)cc1OC (stereo not given)
nt	nt	nt	7	-1	nt	nt	-1	97	nt	CC(=O)N1CCc2c(sc(NC(=O)c3ccc(S(=O)(=O)N(C)CC4CCCO4)cc3)c2C(N)=O)C1 (stereo not given)
-5	2	-2	3	1	-4	-1.9	-1	104	-1.2	Cc1ccc2c(c1)NC(=O)CC(c1ccccc1)=N2
-3	0	31	31	-1	-9	-0.6	-2	97	6.3	CC(C)C(=O)Nc1c(-c2ccccc2)c(=O)c2ccccc2n1C
-3	-4	4	-1	1	-25	-1.0	-2	88	1.4	COc1ccc(/C=N/NC(=O)c2cc(-c3ccccc3OC(C)C)nc3ccccc23)cc1CN1CCOCC1
-3	5	9	-2	-1	-3	-3.1	-2	83	-0.9	O=C(NCc1nc(-c2ccccc2)no1)c1cccs1
2	-3	-5	5	-4	-5	-1.9	0	105	-0.2	c1ccc2c(-n3cccn3)cccc2c1
0	0	16	nt	-1	4	-1.1	4	105	2.8	CN(C)c1nnnn1-c1ccc(Cl)cc1Cl
-2	-1	33	0	-6	7	nt	-1	108	5.4	Cc1cc(C)cc(OCC(=O)N2CCc3ccccc3C2)c1
-3	-2	11	-4	0	0	0.3	2	113	0.5	COc1cc(NC(=O)c2cccs2)c(OC)cc1NC(=O)c1ccco1
-2	0	-4	0	-2	1	-0.9	2	100	-0.3	OC(CN1CCN(c2ccccc2)CC1)Cn1c2ccccc2c2ccccc21 (stereo not given)
nt	-3	-6	-1	-2	-17	-2.1	-89	97	-0.5	COc1ccc(C2=NN(C(=O)c3cccc([N+](=O)[O-])c3)C(c3cccc([N+](=O)[O-])c3)C2)cc1 (stereo not given)
-2	-3	5	1	-1	-2	-1.7	0	104	0.3	Fc1ccc2nc(C3CCN(Cc4nc(CC5CC5)no4)CC3)[nH]c2c1
-2	0	6	-3	4	-11	-0.3	0	78	0.0	N#C/C(=C(/O)COC(=O)c1ccc2c(c1)OCCO2)c1nc2ccccc2[nH]1
2	-3	0	2	-2	-5	-2.6	-4	102	1.1	CCCCOc1ccc(CN2CCCCC2)cc1
-1	-5	-5	-1	-7	-8	0.0	2	107	-1.0	CC1CC(C)CN(S(=O)(=O)c2cccc(C(=O)N3CCN(c4ccc(F)cc4)CC3)c2)C1 (stereo not given)
-1	5	-6	-7	-3	2	0.9	-3	84	-0.4	O=C(OCCN1C(=O)c2ccccc2C1=O)c1ccccc1
-11	0	-16	1	0	-3	17	1	100	1.2	CCOc1ncccc1C(=O)Nc1ccc(S(=O)(=O)Nc2nccs2)cc1
2	3	-10	nt	1	5	-0.7	-3	103	-0.4	O=C(C[C@H]1C/C=C\C[C@@H](Cc2ccc(F)cc2)C(=O)O[C@H](c2ccccc2)CNC1=O)NCCO
-1	-2	21	-1	2	5	-1.0	7	100	-0.8	Cc1ccc(C(C(=O)Nc2ccc(C(C)C)cc2)N(C)C(=O)c2ccc(=O)[nH]c2)cc1 (stereo not given)
-5	1	39	-3	-1	-2	-0.4	-1	104	0.3	O=[N+]([O-])c1ccc(O)c(CN2CCCCCC2)c1
1	1	12	-4	3	-8	0.5	-2	99	-1.1	COCCCn1c(SCC(=O)NC(C)C)nnc1-c1ccccc1
4	-6	-2	30	3	-5	0.6	-1	nt	0.5	CCCC[N+](CC#CCO)(CC#Cc1ccccc1)CCCC
0	2	26	-8	0	0	-1.5	-3	97	-0.1	Cc1nn(CC(=O)Nc2cccnc2)c(=O)c2ccccc12
3	-1	-7	-1	2	7	-0.2	-2	111	1.0	CCOCCCNC(=S)N1C2CCC1CC(NC(=O)Nc1ccc(C(=O)OCC)cc1)C2 (stereo not given)
0	3	5	21	-2	-3	0.4	-1	100	-1.1	COc1cc(CN2CCN(CC3CC3)CC2CCO)cc(OC)c1 (stereo not given)
-5	-1	18	2	-3	7	-1.4	3	98	1.5	COc1cccc2c1Oc1ncccc1N(C(=O)CCC(=O)NCc1ccccc1Cl)C2
0	0	-2	-2	-6	-11	-2.3	-3	102	0.4	CCc1cccc2c(C#N)cn(CCOc3ccccc3OC)c12
-3	5	26	8	0	-5	0.4	0	102	-0.9	O=C(NS(=O)(=O)Oc1cccc(F)c1)OC[C@@H]1CCCN2CCCCC12 (stereo not given in full)
0	3	0	-1	1	-15	-1.2	1	134	1.1	CC(C)(C)NC(=O)C(OC(=O)c1ccco1)c1ccc(Cl)cc1 (stereo not given)
-2	-4	32	6	-4	-4	-2.7	-4	104	1.7	CCN(CC(=O)Nc1c(F)cccc1F)C(=O)c1cccc(-n2cccc2)c1
-4	-3	7	2	-5	-13	-1.7	-93	107	3.2	Cc1cccn2c(=O)c3cc(C(=O)NCCN4CCOCC4)c(=N)n(Cc4cccnc4)c3nc12
-2	-3	-18	-5	0	-3	-0.6	1	111	0.9	Cc1ccc(S(=O)(=O)c2nc(S(C)(=O)=O)sc2N2CC(C)OC(C)C2)cc1 (stereo not given)
-3	0	3	nt	-1	-2	-1.1	3	106	1.0	CC(C)(C)OC(=O)CNC(=O)c1[nH]cnc1C(=O)Nc1ccc(CNC(=O)OC(C)(C)C)cc1
-3	-8	1	-2	4	-12	-2.4	-1	99	0.0	COc1ccc(OC)c2[nH]c(=O)c(CCNC(=O)C(=O)c3c(C)[nH]c4ccccc34)cc12
3	1	17	0	-1	0	0.2	-5	96	1.4	COc1ccc(C(=O)NCC(=O)OCC(=O)NC2CCCCCC2)cc1
-6	1	28	2	-2	0	-4.0	-1	90	-1.2	CCCS(=O)(=O)N1CCN(CCN2C(=O)c3cccc4cccc(c34)C2=O)CC1

Source: PubChem BioAssay (several laboratories)

An excerpt; rates above refer to the full screens.
